PhoP GFP inhibition: PhoP regulon inhibitors, Salmonella typhi PhoP promoter GFP reporter, confirmatory (AID 1850); Salmonella Typhi PhoP-promoter GFP reporter, fluorescence, 4 h; higher % means a stronger effect; one-dose inhibition, % at 50 µM; IC50 in µM for titrated hits; actives 0.33% (n = 310,000); in the data active = a potency from the dose series; inconclusive = inhibition mostly from about 25% at the one dose, without a potency; inactive = the rest, 99 in 100 with inhibition below about 19%;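 also: 0% = induced wells with vehicle and 100% = uninduced wells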
M. tuberculosis HTS: M. tuberculosis growth inhibition, HTS (AID 449762) | actives 0.59% (n = 330,000) | inhibition, % at 25 µM; hits with a dose series show IC50 in µM | M. tuberculosis H37Rv growth inhibition, 7H9 media; higher % means a stronger effect; in the data active = a potency from the dose series; inconclusive = inhibition above about 70% without an active follow-up result;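 also: bacterial growth assessed after seven days of incubation; strong numbers were not always called active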
inhibitors of VEEV: inhibitors of VEEV TC-83 cytopathic effect, confirmation, Vero cells (AID 588727). Vero cells, VEEV TC-83 cytopathic effect inhibition; higher % means a stronger effect. inhibition, % at 20 µM; hits with a dose series show IC50 in µM. actives 0.13% (n = 350,000); in the data active = a potency from the dose series; inconclusive = inhibition mostly from about 14% at the one dose, without a potency; inactive = the rest, 99 in 100 with inhibition below about 12%; also: strong numbers were not always called active
H1N1 NS1A inhibition: NS1A inhibition, H1N1 influenza, cell based functional assay (AID 504329); NS1A functional cell-based assay, percent inhibition; higher % means a stronger effect; actives 0.3% (n = 340,000); inhibition, % at 12.5 µM, or IC50 in µM where a hit was titrated; in the data active = a potency from the dose series; inconclusive = inhibition above about 27% without an active follow-up result; also: strong numbers were not always called active
tuberculosis growth: growth inhibition of non-replicating M. tuberculosis (AID 488890) | Mycobacterium tuberculosis non-replicating, growth inhibition; higher % means a stronger effect | actives 0.39% (n = 320,000) | inhibition, % at 25 µM; hits with a dose series show IC50 in µM; in the data active = a potency from the dose series; inconclusive = inhibition mostly from about 82% at the one dose, without a potency; inactive = the rest, 99 in 100 with inhibition below about 76%;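 also: plate controls were DMSO cells for no effect and high antibiotic wells for full effect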
inhibitors of VEEV 10K pilot screen: also measured in inhibitors of VEEV; calls as there; inhibition, %; measured here: 10K pilot screen inhibition
* hit, by the source's call; & = joins results of further samples.

Results for CCC1(c2ccccc2)NC(=O)N(CC(=O)N2CC(=O)Nc3ccccc32)C1=O (stereo not given) ?
M. tuberculosis HTS: -7%; inhibitors of VEEV: 10%; H1N1 NS1A inhibition: -5%; tuberculosis growth: -3%

How did CC(=O)C1=C(O)C(=O)N(Cc2ccccc2)C1c1ccco1 (stereo not given) do in these assays?
PhoP GFP inhibition: -3%; M. tuberculosis HTS: -6%; inhibitors of VEEV: 0.3%; H1N1 NS1A inhibition: 16%; tuberculosis growth: 3%

Results for COc1ccc(NC(=O)CSc2nnc(Cn3nnc4ccccc43)n2C)cc1 ?
PhoP GFP inhibition: -17%; M. tuberculosis HTS: -2%; inhibitors of VEEV: 0.2%; H1N1 NS1A inhibition: 1%; tuberculosis growth: -6%

What do the screens show for `CCCCCNCc1ccc(OCc2ccc(Cl)nc2)c(OC)c1`?
PhoP GFP inhibition: -2%; M. tuberculosis HTS: 1%; inhibitors of VEEV: 0.1%; H1N1 NS1A inhibition: -1%; tuberculosis growth: 29%

How did Cc1ccc(S(=O)(=O)N[C@H](C(=O)N2CCC(C(=O)N[C@@H](CC(=O)O)C(=O)O)CC2)C(C)C)cc1 do in these assays?
PhoP GFP inhibition: 7%; M. tuberculosis HTS: -15%; inhibitors of VEEV: inactive; H1N1 NS1A inhibition: 2%; tuberculosis growth: -11%

How did Cc1nn(Cc2noc(C(=O)NC3CCC(C)CC3)n2)c(C)c1Br (stereo not given) do in these assays?
PhoP GFP inhibition: 1%; M. tuberculosis HTS: -2%; inhibitors of VEEV: 2.7%; H1N1 NS1A inhibition: 1%; tuberculosis growth: 14%

Results for CC1(C)CC(=O)C2=C(C1)NC(Nc1nc3ccccc3o1)=NC21CCCC1 ?
PhoP GFP inhibition: 1%; M. tuberculosis HTS: -11%; inhibitors of VEEV: 0.4%; H1N1 NS1A inhibition: -1%; tuberculosis growth: 4%

How did COc1ccc(O)c(C=NCC(C)N=Cc2cc(OC)ccc2O)c1 (stereo not given) do in these assays?
PhoP GFP inhibition: 1%; M. tuberculosis HTS: 8%; inhibitors of VEEV: inactive; H1N1 NS1A inhibition: 11%; tuberculosis growth: 20%

What do the screens show for `CCOC(=O)c1cnc(Nc2ccc(OCC)cc2)nc1C`?
PhoP GFP inhibition: 5%; M. tuberculosis HTS: 16%; inhibitors of VEEV: 2.6%; H1N1 NS1A inhibition: 7%; tuberculosis growth: -1%

Results for O=C(NNS(=O)(=O)c1ccc([N+](=O)[O-])cc1)C1CCCCC1 ?
PhoP GFP inhibition: -5%; M. tuberculosis HTS: 12%; inhibitors of VEEV: 0.2%; H1N1 NS1A inhibition: 13%; tuberculosis growth: 54%

How did CC(c1ccccc1)N1C(=O)c2ccc(C(=O)Nc3ccc(Br)cc3C(=O)O)cc2C1=O (stereo not given) do in these assays?
PhoP GFP inhibition: -3%; M. tuberculosis HTS: -3%; inhibitors of VEEV: 7.5%; H1N1 NS1A inhibition: 13%; tuberculosis growth: 40%

Results for O=C(CN1CCN(c2cccc(Cl)c2)CC1)N1CCCC1 ?
PhoP GFP inhibition: 6%; M. tuberculosis HTS: -5%; inhibitors of VEEV: 0.1%; H1N1 NS1A inhibition: 4%; tuberculosis growth: 43%

How did Nn1cnnc1N/N=C/c1cc(Br)cc(Br)c1O do in these assays?
PhoP GFP inhibition: 28%; M. tuberculosis HTS: 6%; inhibitors of VEEV: 11%; H1N1 NS1A inhibition: 11µM*; tuberculosis growth: -6%

How did C=CCSc1nc2nc(C)cc(C)n2n1 do in these assays?
PhoP GFP inhibition: 0%; M. tuberculosis HTS: -19%; inhibitors of VEEV: inactive; H1N1 NS1A inhibition: -9%; tuberculosis growth: -3%

Results for Cc1ccc2[nH]c(=O)c(CN(CC3CCCO3)C(=O)c3cccs3)cc2c1 (stereo not given) ?
PhoP GFP inhibition: -6%; M. tuberculosis HTS: -3%; inhibitors of VEEV: 0.9%; H1N1 NS1A inhibition: -1%; tuberculosis growth: -8%

An excerpt from above in order of molar mass, largest number first:
How did Cc1ccc(S(=O)(=O)N[C@H](C(=O)N2CCC(C(=O)N[C@@H](CC(=O)O)C(=O)O)CC2)C(C)C)cc1 do in these assays?
PhoP GFP inhibition: 7%; M. tuberculosis HTS: -15%; inhibitors of VEEV: inactive; H1N1 NS1A inhibition: 2%; tuberculosis growth: -11%

How did Cc1nn(Cc2noc(C(=O)NC3CCC(C)CC3)n2)c(C)c1Br (stereo not given) do in these assays?
PhoP GFP inhibition: 1%; M. tuberculosis HTS: -2%; inhibitors of VEEV: 2.7%; H1N1 NS1A inhibition: 1%; tuberculosis growth: 14%

Results for CC1(C)CC(=O)C2=C(C1)NC(Nc1nc3ccccc3o1)=NC21CCCC1 ?
PhoP GFP inhibition: 1%; M. tuberculosis HTS: -11%; inhibitors of VEEV: 0.4%; H1N1 NS1A inhibition: -1%; tuberculosis growth: 4%

Results for O=C(CN1CCN(c2cccc(Cl)c2)CC1)N1CCCC1 ?
PhoP GFP inhibition: 6%; M. tuberculosis HTS: -5%; inhibitors of VEEV: 0.1%; H1N1 NS1A inhibition: 4%; tuberculosis growth: 43%

The listing continues.
How did NC(=Nc1ccc(Br)cc1)c1ccccc1 do in these assays?
PhoP GFP inhibition: -1%; M. tuberculosis HTS: 1%; inhibitors of VEEV: 0.5%; H1N1 NS1A inhibition: 0%; tuberculosis growth: -2%

How did COc1ccc(CN=Cc2[nH]c3ccc(Br)c(Cl)c3c2O)cc1 do in these assays?
PhoP GFP inhibition: -4%; M. tuberculosis HTS: 0%; inhibitors of VEEV: inactive; H1N1 NS1A inhibition: 12%; tuberculosis growth: 20%

How did CCCc1cc(C(=O)NNC(=S)NC(C)c2ccccc2)cs1 (stereo not given) do in these assays?
PhoP GFP inhibition: -5%; M. tuberculosis HTS: 4%; inhibitors of VEEV: 1.3%; H1N1 NS1A inhibition: 2%; tuberculosis growth: -1%

How did Cc1cc(N2C(=O)Cc3ccccc3C2=O)ccc1C(C)C do in these assays?
PhoP GFP inhibition: 1%; M. tuberculosis HTS: 2%; inhibitors of VEEV: 5.2%; H1N1 NS1A inhibition: 3%; tuberculosis growth: 1%

Results for CSc1nc(N)c2c3c(sc2n1)CN(C)CC3 ?
PhoP GFP inhibition: -4%; M. tuberculosis HTS: 2%; inhibitors of VEEV: 0.1%; H1N1 NS1A inhibition: 8%; tuberculosis growth: 9%

What do the screens show for `Cc1cccc(OCC(=O)N2CCC(N3CCOCC3)CC2)c1`?
PhoP GFP inhibition: 11%; M. tuberculosis HTS: -5%; inhibitors of VEEV: 1.0%; H1N1 NS1A inhibition: 0%; tuberculosis growth: -17%

How did CN(CCC1CCOCC1)C(=O)CC1C(=O)NCCN1C/C=C/c1ccccc1 (stereo not given) do in these assays?
PhoP GFP inhibition: 0%; M. tuberculosis HTS: -3%; inhibitors of VEEV: 0.9%; H1N1 NS1A inhibition: -7%; tuberculosis growth: -3%

What do the screens show for `O=C(NCc1cccnc1)NC1(C(F)(F)F)Oc2ccccc2O1`?
PhoP GFP inhibition: 0%; M. tuberculosis HTS: 1%; inhibitors of VEEV: 0.0%; H1N1 NS1A inhibition: 5%; tuberculosis growth: 4%

Results for O=C(Nc1cccc(-c2nc3ccccc3[nH]2)c1)c1cccc(NC(=O)c2ccco2)c1 ?
PhoP GFP inhibition: 0%; M. tuberculosis HTS: -6%; inhibitors of VEEV: inactive; H1N1 NS1A inhibition: 6%; tuberculosis growth: -7%

Results for Cc1ccc(Oc2nc3c(C)cccn3c(=O)c2/C=C(\C#N)C(N)=O)cc1 ?
PhoP GFP inhibition: 2%; M. tuberculosis HTS: -8%; inhibitors of VEEV: 4.8%; H1N1 NS1A inhibition: -17%; tuberculosis growth: 62%

Results for CC12CCC(=O)N1c1c(sc3nc(N4CCOCC4)c4c(c13)CCCC4)C(=O)N2 (stereo not given) ?
PhoP GFP inhibition: -9%; M. tuberculosis HTS: 7%; inhibitors of VEEV: 9.0%; H1N1 NS1A inhibition: 6%; tuberculosis growth: 11%

What do the screens show for `CCOC(=O)c1[nH]c2ccc(OC)cc2c1C(SCC(=O)O)c1ccc(C(F)(F)F)cc1` (stereo not given)?
PhoP GFP inhibition: 2%; M. tuberculosis HTS: -8%; inhibitors of VEEV: 2.1%; H1N1 NS1A inhibition: -23%; tuberculosis growth: -14%

How did CC1(C)CC(=O)C2=C(C1)OC(N)=C(C#N)C21C(=O)N2CCCc3cccc1c32 (stereo not given) do in these assays?
PhoP GFP inhibition: -2%; M. tuberculosis HTS: -4%; inhibitors of VEEV: 2.7%; H1N1 NS1A inhibition: 19%; tuberculosis growth: 10%; inhibitors of VEEV 10K pilot screen: 1.1

How did O=C(NC(=S)Nc1ccc2c(c1)OCCO2)c1ccc(F)cc1Cl do in these assays?
PhoP GFP inhibition: -8%; M. tuberculosis HTS: 9%; inhibitors of VEEV: 2.7%; H1N1 NS1A inhibition: 6%; tuberculosis growth: -31%

How did COCCn1cc(C(=O)N2CCN(C)CC2)c2c3ccccc3n(C)c2c1=O do in these assays?
PhoP GFP inhibition: -11%; M. tuberculosis HTS: -9%; inhibitors of VEEV: inactive; H1N1 NS1A inhibition: -11%; tuberculosis growth: 14%

What do the screens show for `CC(C)(C)OC(=O)CNC(=O)c1[nH]cnc1C(=O)Nc1ccc(CNC(=O)OC(C)(C)C)cc1`?
PhoP GFP inhibition: -1%; M. tuberculosis HTS: 45%; inhibitors of VEEV: 13%; H1N1 NS1A inhibition: -9%; tuberculosis growth: -6%

What do the screens show for `CCCCc1nnc(NC(=O)CC(=O)Nc2ccccc2C(=O)O)s1`?
PhoP GFP inhibition: 4%; M. tuberculosis HTS: -5%; inhibitors of VEEV: 0.5%; H1N1 NS1A inhibition: 3%; tuberculosis growth: 28%

How did CCCCCCCCCCOC(=O)Cn1c(COc2ccccc2)[n+](C)c2ccccc21 do in these assays?
PhoP GFP inhibition: 0%; M. tuberculosis HTS: 50%; inhibitors of VEEV: inactive; H1N1 NS1A inhibition: -5%; tuberculosis growth: 6%

How did Cc1cc(C)n2ncc(/C(N)=N/OC(=O)Nc3ccc(Cl)cc3)c2n1 do in these assays?
PhoP GFP inhibition: -12%; M. tuberculosis HTS: 12%; inhibitors of VEEV: 3.0%; tuberculosis growth: 9%

Results for Cc1cccc(NC(=O)Nc2cccc(F)c2)n1 ?
PhoP GFP inhibition: 3%; M. tuberculosis HTS: -1%; inhibitors of VEEV: 0.8%; H1N1 NS1A inhibition: 0%; tuberculosis growth: 19%

How did Cc1cc(C)c2c(N)c(C(=O)N/N=C/c3cccs3)sc2n1 do in these assays?
PhoP GFP inhibition: -9%; M. tuberculosis HTS: 4%; inhibitors of VEEV: 5.0%; tuberculosis growth: 6%

How did CC(O)C(NS(=O)(=O)c1ccc(Cl)cc1)C(=O)OCC(=O)N1CCN(c2ccccc2)CC1 (stereo not given) do in these assays?
PhoP GFP inhibition: -1%; M. tuberculosis HTS: -6%; inhibitors of VEEV: 0.2%; H1N1 NS1A inhibition: -5%; tuberculosis growth: 7%

Results for CCN(CC)S(=O)(=O)c1cc(NC(=O)Cc2n[nH]c(=O)c3ccccc23)ccc1C ?
PhoP GFP inhibition: -6%; M. tuberculosis HTS: -2%; inhibitors of VEEV: 6.4%; H1N1 NS1A inhibition: 10%; tuberculosis growth: 37%

How did Cc1ccc(CSc2nc3ncccc3[nH]2)cc1 do in these assays?
PhoP GFP inhibition: -23%; M. tuberculosis HTS: -6%; inhibitors of VEEV: 1.4%; H1N1 NS1A inhibition: -9%; tuberculosis growth: 49%

How did C=C[C@]1(C)C[C@@H](OC(=O)CSCCN(CC)CC)[C@]2(C)C(C)CC[C@]3(CCC(=O)[C@H]32)[C@@H](C)[C@@H]1O (stereo not given in full) do in these assays?
PhoP GFP inhibition: 1%&7%; M. tuberculosis HTS: 4µM*; inhibitors of VEEV: 4.0%&3.6%; H1N1 NS1A inhibition: 3%&7%; tuberculosis growth: inconclusive

Results for CC(C)CN(CC(C)C)C(=S)NC1CCCCC1 ?
PhoP GFP inhibition: -11%; M. tuberculosis HTS: 1%; inhibitors of VEEV: inactive; H1N1 NS1A inhibition: 6%; tuberculosis growth: 8%

Results for CN(C)S(=O)(=O)c1ccc(C(=O)NN2C(=O)NC3(CCCCC3)C2=O)cc1 ?
inhibitors of VEEV: 0.6%; H1N1 NS1A inhibition: -15%

Results for CCOC(=O)C1CCN(S(=O)(=O)c2ccc(CNC(=O)c3ccccc3)s2)CC1 ?
PhoP GFP inhibition: -3%; M. tuberculosis HTS: 3%; inhibitors of VEEV: 0.3%; H1N1 NS1A inhibition: -9%; tuberculosis growth: -2%

What do the screens show for `O=C(NC(=S)Nc1cccc(Cl)c1N1CCCCC1)c1ccco1`?
PhoP GFP inhibition: -8%; M. tuberculosis HTS: inconclusive; inhibitors of VEEV: inactive; H1N1 NS1A inhibition: 21%; tuberculosis growth: 22%
